Screens: PubChem BioAssay, National Center for Advancing Translational Sciences (NCATS)
Pf Dd2 inh = blocks in vitro growth of P. falciparum Dd2. P. falciparum Dd2 growth, SYBR Green, 72 h. Potency, µM (series often up to 28.9 µM), for inactives: at the top dose activity, negative = inhibition, usual class: inhibitors. actives 4.3% (n = 120,000); active = well fitted inhibition curve with a large enough effect; inconclusive = small, poorly fitted or top-dose-only effect; inactive = no such curve, though single readings can be large or run the other way;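 note: plate controls were DMSO vehicle for no effect and reference drug for full effect; nearly all actives have a fitted effect of over 65% in size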
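Readout: SYBR Green fluorescence, 485 nm excitation, 535 nm emission, after ~16 h lysis at 37C. Before that, Dd2-infected red cells (2.5% hematocrit) grew 72 h with compound, 29 uM top final concentration.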
Active calls of the source: *; i = inactive; u = inconclusive; & = joins results of further samples; [ ] = remark or other dose. Potency is the fitted concentration of half-maximal effect. These rows are one share of the data; count on the stated rates, not on these rows.

structure | Pf Dd2 inh
Cc1ccc2c(c1)nc1n2[C@@H](CNCc2ccncc2F)COC1 | 20.3%[44.1 µM]
O=C(CSc1nccn1Cc1ccc(F)cc1)NC1CCCC1 | 15.1%
O=C(CC1N=C2c3ccccc3N=C(SCC(=O)Nc3cccc(Cl)c3)N2C1=O)NCc1cccs1 (stereo not drawn) | u
CCOCc1nc(C2CCCN2S(=O)(=O)c2c(C)noc2C)no1 (stereo not drawn) | -19.2%
CCCC(=O)N1CCc2cc(S(=O)(=O)NC(C)c3ccccc3)ccc2C1 (stereo not drawn) | -14.4%
COCC1CN(C)CC12CCN(C(=O)c1cccc(Br)c1)CC2 (stereo not drawn) | u
C=CCOc1cccc(-c2nc(C(=O)NCC)cs2)c1 | -1.9%
CC1=C[C@@H](CNC(=O)c2cnccn2)[C@H](C(C)C)C[C@H]1Cc1nc2ccc(C)cc2[nH]1 | -6.4%[44.1 µM]
COc1cc(=O)n2c(c1C(=O)Nc1cccc(SC)c1)CCCC2 | 8.9%
CC(C)c1nnsc1CNC(=O)C1CCC(=O)N(CC2CCCCC2)C1 (stereo not drawn) | -5.5%
COc1ccc(-c2nnc(SCC(=O)Nc3ccc(F)cc3)s2)cc1 | -20.3%
FC(F)(F)c1ccc2nc([C@H]3CCN(C4CCOCC4)C3)[nH]c2c1 | u
CC(C)(C)C(=O)N1CCC(N2CCCC(C(=O)NCc3ccccc3)C2)CC1 (stereo not drawn) | u
Cc1ccc(CSc2ncc(Cl)c(C(=O)Nc3sc4c(c3C(N)=O)CCCC4)n2)cc1 | 77.4%[activator]
Cc1ccccc1NC(=O)Cn1c(N2CCCCC2)nc(C)c(C)c1=O | -12.9%
CC(C)(C)OC(=O)N1CCC(c2c(C(=O)NCc3ccco3)cnn2-c2ccccc2)CC1 | 10µM*
CCOC(=O)c1ccc(CN(Cc2ccc(Br)cc2)S(=O)(=O)c2cccc(C(F)(F)F)c2)cc1 | 37.6%[activator]
COC(=O)C1=CN(CC(=O)Nc2cccc(C)c2)S(=O)(=O)N=C1C | 80.2%[activator]
COCCN1C(=O)[C@@H]2C[C@@H](CN2C(=O)c2ccccc2)Oc2ccccc21 | 13.6%[44.1 µM]
CCOc1cc(=O)n2c(c1C(=O)Nc1ccc(C)cc1)CCCC2 | -6.2%
CCOc1ccccc1N1CCN(S(=O)(=O)c2ccc(C3CCCCC3)cc2)CC1 | 36.6%[activator]
O=[S+]([O-])(Nc1nncs1)c1ccc2c(c1)OCCN(Cc1ccncc1)C2 | i
Cc1ccc2[nH]c(=O)c3cc(C(=O)N4CCN(c5ccccc5)CC4)sc3c2c1 | 15.0%
O=C(CC1CCCN(c2cnn(CC3CC3)c(=O)c2)C1)NCc1cccc(F)c1 (stereo not drawn) | i
O=C(NC1CC(=O)N(c2ccc3c(c2)OCCO3)C1)c1c(F)cccc1Cl (stereo not drawn) | 14.7%
COc1ccc(Cl)cc1C(=O)N1CCC2(CC1)N=C(c1ccc(C)cc1)NO2 | i
O=C(CCc1ccccc1)N1CCc2c([nH]c3ccccc23)C1c1ccc(F)cc1 (stereo not drawn) | 11.2µM*
COc1ccccc1NC(=O)CC(c1cc(OC)c(OC)c(OC)c1)N1Cc2ccccc2C1=O (stereo not drawn) | i
COc1ccc(-n2nc(C3CCN([S+](=O)([O-])c4ccc(C)cc4)CC3)[nH]c2=O)cc1 | u
O=C(O)c1ccnc(-c2ccnc(-c3ncccn3)n2)c1 | 1.4%
Cc1cn2nc(C(=O)N3CCC(NC(=O)c4ccc(F)cc4Cl)CC3)cc2c(=O)[nH]1 | i
CCC(=O)Nc1ccc2nc(SCC(=O)N3CCc4ccccc43)sc2c1 | -7.3%
O=C(CCS(=O)(=O)c1cc2c3c(c1)CCN3C(=O)CC2)Nc1cccc(Br)c1 | i
Cc1ccc(S(=O)(=O)CCC(=O)N2CCN(c3nc4c(C)c(C)ccc4s3)CC2)cc1 | 42.4%[activator]
COCCCNC(=O)c1ccc(Cn2c(SCc3cccc(C)c3)nc3cccnc32)cc1 | i
O=C(NCc1cccnc1)C1CCN(C(=O)N2CC3CC(C2)[C@H]2CCCC(=O)N2C3)CC1 (stereo partly drawn) | 30.2%[activator]
FC1(F)CN[C@H](c2nnc(C3CC3)o2)C1 | i
CC(=O)N1c2ccc(S(=O)(=O)N(C)CC(=O)N(Cc3ccccc3)C(C)C)cc2CC1C (stereo not drawn) | -6.0%
COc1ccc(-c2cc(C(F)(F)F)nc(SCC(=O)NCc3ccc(OC)c(OC)c3)n2)cc1 | i
COC(=O)c1ccccc1NC(=O)c1cc2c(-c3ccc(OC)c(OC)c3)nn(C)c2s1 | 13.6%
COc1ccccc1N1CCN(C(=O)c2ccc(CS(=O)c3ccccc3C)o2)CC1 (stereo not drawn) | -21.4%
COc1ccc(OC)c(CNS(=O)(=O)c2c(C(=O)N3CCC(C)CC3)c(C)n(C)c2C)c1 | i
Cc1cccc(C)c1OCC(=O)N1CCC(c2nc3ccccc3o2)CC1 | 27.5%
COc1cccc(CC(=O)N[C@@H](Cc2ccccc2)C(=O)N2CCCOCCNC(=O)CC2)c1 | i
Cc1ccc(S(=O)(=O)NCC(Nc2cccc(Cl)c2)c2ccccc2)cc1 (stereo not drawn) | u
CC(C)CCNC(=O)c1cnc2c(c1)N(C(=O)Cc1cccc(C(F)(F)F)c1)CCC2 | u
COc1cc(NC(=O)C23CCCC=C2N(c2ccccc2)C(=O)CC3)cc(OC)c1 (stereo not drawn) | u
Cc1ccc(OCC(=O)OCc2cc(=O)n3nc(C4CCCCC4)sc3n2)cc1 | i
CN1CCN(Cc2ccc(-c3ccc(C(C)(C)C#N)cc3)nc2)CC1 | u
CCCCOc1ccc(C(=O)NCC2(N3CCN(C)CC3)CCCCC2)cc1 | i

Individual results from above:
Pf Dd2 inh, O=C(CCc1ccccc1)N1CCc2c([nH]c3ccccc23)C1c1ccc(F)cc1 (stereo not drawn) = 11.2µM*
Pf Dd2 inh, O=C(O)c1ccnc(-c2ccnc(-c3ncccn3)n2)c1 = 1.4%
Pf Dd2 inh, Cc1ccc(S(=O)(=O)CCC(=O)N2CCN(c3nc4c(C)c(C)ccc4s3)CC2)cc1 = 42.4%[activator]

Later entries
structure | Pf Dd2 inh
O=C(N1CCC(NS(=O)(=O)c2cccc(F)c2)CC1)N1CC2CC(C1)[C@H]1CCCC(=O)N1C2 (stereo partly drawn) | 10.6%
Cc1ccc(Cl)cc1NC(=O)CN1C(=O)NC(c2ccc(Cl)cc2)C2=C1COC2=O (stereo not drawn) | u
COc1cc2c(cc1CCc1ccccc1)N(C(=O)[C@@H]1CCCO1)CC21CCN(C(C)=O)CC1 | u
c1cnc2nc(-c3ccncc3)[nH]c2c1 | -19.4%&4.3%[44.1 µM]
Cc1ncccc1C(=O)N1CCn2c(nnc2[C@@H]2C[C@@H](O)CN2Cc2ccccc2)C1 | -5.5%
COc1ccc(-c2cc(-c3cccc(OC)c3OC)cn3cncc23)cc1 | 1µM*
CC1=C(C(N)=O)C(c2cccc(Br)c2)n2nc(SCc3ccccc3)nc2N1 (stereo not drawn) | 9.8%
O=C1CCN(Cc2cccc(F)c2)CCCC(c2nc(-c3cccnc3)no2)CCN1 (stereo not drawn) | -16.5%
O=C(Nc1ccc2c(N3CCCC3)ncnc2c1)c1ccccc1Cl | 12.6µM*
O=C(Cc1ccccc1)NC1CCN(c2cc(-c3ccccc3)[nH]n2)CC1 | i
Cc1ccc(NC(=O)COc2ccc(-c3nn(C)c(=O)c4ccccc34)cc2)cc1 | -26.5%
Cc1ccccc1N1Cc2c(NCc3ccc(F)cc3)ncnc2N(C)CC1=O | i
Cc1ccccc1-c1nnc(CN2CCN(c3cccc(C)c3C)CC2)o1 | 34.9%[activator][0.594 µM]
CC(C)CCN1CC(Oc2ccc(F)cc2F)C1 | 13.4%[44.1 µM]
O=C(Nc1ccc2c(c1)CN(Cc1ccc(Cl)cc1)C(=O)CO2)c1ccc(F)cc1F | i
O=C(NCC1CCCCC1)C1CCN(C(=O)N2CC3CC(C2)[C@H]2CCCC(=O)N2C3)CC1 (stereo partly drawn) | i
Cc1ccc(-c2cc(N3CCC(CNC(=O)c4n[nH]c5c4CCCC5)CC3)n[nH]2)cc1 | u
CCCCN(C)CCCNC(=O)Cn1nc(CC)n2c(cc3sc(C)cc32)c1=O | u
COc1cc(=O)n2c(c1C(=O)Nc1ccc(C#N)cc1)CCCC2 | -30.4%
CC(C)(C)CC(=O)NC[C@H]1OC[C@@H](NC2CCC2)[C@@H]1O | i
CCc1noc(-c2cn(C3CCN(C(=O)c4ccc(F)cc4Cl)C3)nn2)n1 (stereo not drawn) | i
COc1ccc(C(=O)Nc2nc3c(s2)Cc2cc(OC)ccc2-3)cc1 | u
COCC1CN(C(=O)CC2CCN(C(C)=O)CC2)CC12CCNCC2 (stereo not drawn) | 17.8%
COc1cccc(C(=O)N2CCOc3ccc(CN4CCc5ccccc5C4)cc3C2)c1 | u
COCC(=O)N1CCC(Oc2ccc(C(=O)NCCN3CCNC3=O)cc2)CC1 | -0.5%

Of the compounds above, two have a cyano group:
structure | Pf Dd2 inh
CN1CCN(Cc2ccc(-c3ccc(C(C)(C)C#N)cc3)nc2)CC1 | u
COc1cc(=O)n2c(c1C(=O)Nc1ccc(C#N)cc1)CCCC2 | -30.4%

The listing continues.
structure | Pf Dd2 inh
CCOc1ccccc1CNC(=O)c1ccc2c(c1)N(CC)CCS2 | -21.3%
C[S+](=O)([O-])N1CCCC(c2nnc3n2CCNC3)C1 (stereo not drawn) | 6.5%[44.1 µM]
CCCn1c(C)cnc1CCNC(=O)c1nn(C)c2ccccc12 | i
COCCCNC(=O)C1c2ccccc2C(=O)N(c2ccccc2)C12CCCCC2 (stereo not drawn) | -21.6%
Cc1ccc(NC(=O)Cn2c(N3CCC(C)CC3)nc(C)cc2=O)c(C)c1 | i
Cc1cccc(CN2C(=O)c3ccccc3S(=O)(=O)c3ccc(C(=O)OCC4CCCO4)cc32)c1 (stereo not drawn) | 11.5%
CCOC(=O)c1c(C)[nH]c(C)c1S(=O)(=O)NCC(=O)Nc1cccc(C#N)c1 | 6.1%
CCC(CC)C(=O)Nc1cc(-c2cccc(C)c2)nn1-c1ccccc1 | -16.9%
COc1ccc(C[C@H](NC(=O)[C@@H]2C[C@H](NC(=O)Nc3cccc(OC)c3)CN2C(=O)c2cccn2C)C(N)=O)cc1 | -2.0%
Cc1ccccc1CNC(=O)CSc1nnc(C)c2c(C)n(-c3ccccc3)nc12 | -14.9%
COC(=O)[C@H](NC(=O)[C@@H]1[C@@H](NC(=O)Nc2cccc(OC)c2)CCN1C(=O)c1cnccn1)C(C)C | -26.6%
COc1ccc(S(=O)(=O)N2CCN(Cc3nc4ccc(C)cc4o3)CC2)cc1Cl | -12.3%
Cc1c(-c2nc(-c3ccc4c(c3)OCO4)no2)nnn1-c1ccc(C(C)C)cc1 | 13.5%
COCc1cc(C)nc2sc3c(c12)NC(c1ccc(O)cc1)N(c1ccc(OC)cc1)C3=O (stereo not drawn) | 51.2%[activator][5.79 µM]
COc1ccc(Cn2c(=O)c3ccccc3n3c(-c4ccc(C)cc4)nnc23)cc1 | 7.0%
COc1ccc(C2Cn3nnc(C(=O)N4CCN(C(=O)c5cc(F)ccc5Cl)CC4)c3CO2)cc1 (stereo not drawn) | u
O=C(Cn1ccn2nc(-c3ccc(F)cc3)c(CO)c2c1=O)NCc1ccc(F)cc1Cl | -8.3%
COc1ccc(C2c3c(n(C)c4ccccc34)C(=O)N2CC(=O)Nc2cccc(F)c2)cc1 (stereo not drawn) | -8.7%
COc1cc2[nH]c(=O)n(CCCC(=O)NCc3ccccc3)c(=O)c2cc1OC | -15.4%
CC1CCN(S(=O)(=O)c2cn(CC(=O)Nc3ccc(F)c(Cl)c3)c(=O)c3ccccc23)CC1 | -16.5%
COc1ccc2[nH]cc(CCNC(=O)c3ccc4c(c3)C(O)CCCCCN4C)c2c1 (stereo not drawn) | u
Cc1ccc(C(=O)NC2(C(F)(F)F)C(=O)Nc3c2c(=O)[nH]c(=O)n3CCc2ccccc2)cc1 (stereo not drawn) | 26.2%
CC(C)N1C(=O)C2(CCCC2)C1C(=O)N(C)CCc1ccccn1 (stereo not drawn) | 5.0%
O=C1CC(=O)Nc2cc(S(=O)(=O)N3CCOc4ccccc43)ccc2N1 | i
O=C(Cn1nc2n(c1=O)CCN(Cc1cccc(Cl)c1)C2=O)NCCC1=CCCCC1 | u
O=C1CCN(C2CCN(Cc3nc(COc4ccccc4)no3)CC2)CCN1 | -13.2%
COc1cccc(-c2nc(CS(=O)(=O)CC(=O)NCc3cccc(Cl)c3)c(C)o2)c1 | u
Cc1cc(CC(C)NC(=O)c2cn(C3CCC(N)CC3)nn2)n[nH]1 (stereo not drawn) | -19.0%
O=C(c1cccnc1)N1CCCC(c2nc(C3CCOCC3)no2)C1 (stereo not drawn) | -25.1%
COc1ccc(S(=O)(=O)N2CCc3c(C(=O)NCc4ccccn4)cccc32)cc1 | i
Cc1cc(C(=O)N2CCCN(S(C)(=O)=O)C(c3ccccc3)CC(=O)NCC2)n(C)n1 (stereo not drawn) | 9.9%
COc1ccc(-n2nnnc2C2CCN(S(=O)(=O)c3cc(Cl)ccc3OC)CC2)cc1 | -24.1%
O=C1CCC2(CCNCC2)CN1CCCNc1cccnc1 | 7.8%
CN1CC[C@H]2COC(=O)N2c2ccccc2C1 | u
